Screens from PubChem BioAssay.
PhoP GFP inhibition – PhoP regulon inhibitors, Salmonella typhi PhoP promoter GFP reporter, confirmatory (AID 1850) | Salmonella Typhi PhoP-promoter GFP reporter, fluorescence, 4 h; higher % means a stronger effect | inhibition, % at 50 µM, or IC50 in µM where a hit was titrated | 0.33% of 310,000 active; in the data active = a potency from the dose series; inconclusive = inhibition mostly from about 25% at the one dose, without a potency; inactive = the rest, 99 in 100 with inhibition below about 19%;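 note: 0% = induced wells with vehicle and 100% = uninduced wells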
VEEV TC-83 Vero – inhibitors of VEEV TC-83 cytopathic effect, confirmation, Vero cells (AID 588727) | Vero cells, VEEV TC-83 cytopathic effect inhibition; higher % means a stronger effect | one-dose inhibition, % at 20 µM; IC50 in µM for titrated hits | 0.13% of 350,000 active; in the data active = a potency from the dose series; inconclusive = inhibition mostly from about 14% at the one dose, without a potency; inactive = the rest, 99 in 100 with inhibition below about 12%; note: strong numbers were not always called active
influenza NS1A – H1N1 influenza NS1A inhibitors, functional cell based assay (AID 504329); NS1A functional cell-based assay, percent inhibition; higher % means a stronger effect; inhibition, % at 12.5 µM; hits with a dose series show IC50 in µM; 0.3% of 340,000 active; in the data active = a potency from the dose series; inconclusive = inhibition above about 27% without an active follow-up result; note: strong numbers were not always called active
tuberculosis growth – growth inhibition of non-replicating M. tuberculosis (AID 488890). Mycobacterium tuberculosis non-replicating, growth inhibition; higher % means a stronger effect. inhibition, % at 25 µM; hits with a dose series show IC50 in µM. 0.39% of 320,000 active; in the data active = a potency from the dose series; inconclusive = inhibition mostly from about 82% at the one dose, without a potency; inactive = the rest, 99 in 100 with inhibition below about 76%;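 note: plate controls were DMSO cells for no effect and high antibiotic wells for full effect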
H37Rv inhibition – M. tuberculosis growth inhibition, HTS (AID 449762); M. tuberculosis H37Rv growth inhibition, 7H9 media; higher % means a stronger effect; inhibition, % at 25 µM, or IC50 in µM where a hit was titrated; 0.59% of 330,000 active; in the data active = a potency from the dose series; inconclusive = inhibition above about 70% without an active follow-up result;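 note: bacterial growth assessed after seven days of incubation; strong numbers were not always called active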
VEEV TC-83 Vero 10K pilot screen – also measured in VEEV TC-83 Vero; calls as there; inhibition, %; measured here: 10K pilot screen inhibition
Starred values were filed as active, the others as inactive; i = inactive; ? = inconclusive; / = not tested or not shown.

SMILES	PhoP GFP inhibition	VEEV TC-83 Vero	influenza NS1A	tuberculosis growth	H37Rv inhibition	others
Cc1ccoc1C(=O)N1CCN(C(=O)c2occc2C)CC1	-4%	i	8%	9%	8%
CCC12CN3CC(CC)(CN(C1)C3c1ccc([N+](=O)[O-])o1)C2=O (configuration not stated)	-8%	0.8%	-2%	/	63%
Cc1ccc(-c2nn(-c3ccccc3)cc2/C=C2\SC(=S)N(CC(=O)O)C2=O)cc1	-8%	0.6%	-6%	54%	-1%
O=C1N[C@@H](c2ccccc2)COC(=O)[C@H](Cc2ccc(F)cc2)C/C=C\C[C@H]1CC(=O)N(CCO)Cc1ccccc1	/	1.2%	-4%	/	/
COc1ccc(CCNCc2ccccc2N2CCCC2)cc1	16%	i	23%	32%	6%
Cc1nc(SCC(=O)NCC(F)(F)F)c2c(-c3cccs3)csc2n1	-13%	0.1%	9%	18%	-3%
O=C(Nc1cc(S(=O)(=O)N2CCOCC2)ccc1N1CCOCC1)c1cc(=O)[nH]c2ccccc12	2%	0.9%	-4%	-4%	-7%
CCOC(=O)c1ccc(N2C(=O)CC(N3CCN(C(=O)c4ccco4)CC3)C2=O)cc1 (configuration not stated)	1%	1.4%	5%	-3%	-8%
CCN(CC)C(=O)CSc1nc2c(sc(=S)n2-c2ccc(C)cc2C)c(=O)[nH]1	1%	0.3%	-2%	12%	-1%
C/C(CC(=O)NCc1ccccc1Cl)=N/NC(=O)c1ccccn1	-1%	1.1%	-3%	58%	?
C[N+]1(CC#CC(O)(c2ccccc2)c2ccccc2)CCCC1	-7%	0.2%	2%	6%	5%
COc1ccccc1CNC(=O)CCC(=O)Nc1nnc(C)s1	3%	4.2%	-3%	-12%	-5%
CC(C)c1nnc(NC(=O)CCC(=O)N2CCN(c3ccc(Cl)cc3)CC2)s1	0%	0.7%	2%	71%	12µM*
C[C@H](CO)N1C[C@H](C)[C@@H](CN(C)Cc2ccccc2)Oc2c(NS(=O)(=O)c3ccccc3)cccc2C1=O	/	0.2%	1%	18%	-5%
Cc1ccc2nsnc2c1S(=O)(=O)N(CCO)Cc1cc2cc3c(cc2[nH]c1=O)OCCO3	-15%	1.8%	-8%	5%	4%
COc1cc(OC)c(OC)cc1CN(C)CC1CCCN(CCc2ccccc2F)C1 (configuration not stated)	1%	0.4%	-11%	1%	4%
COc1ccccc1CNC(=O)CN1C(=O)NC(c2ccccc2)(c2ccccc2)C1=O	/	2.4%	-9%	24%	7%
CCOC(=O)Nc1ccc(C(=O)/C=C/c2ccccc2)cc1	-3%	4.3%	-4%	?	51%
S=c1[nH]nc2nnc3ccccc3n12	9%	i	6%	16%	-4%
COc1cc(S(=O)(=O)n2cnc3ccccc32)ccc1Br	-3%	0.5%	-1%	12%	-5%
O=C1C(=Cc2ccc(Br)o2)C(=O)c2ccccc21	-2%	0.9%	19%	-9%	0%
N#CCSc1ccccc1NC(=O)CN1C(=O)C2CC=CCC2C1=O (configuration not stated)	/	0.3%	4%	/	/
CCN(CC)c1ccc(C=Nc2ccccc2)c(O)c1	-1%	7.2%	5%	23%	1%
COc1ccc(C2=NN(C(C#N)c3ccc(OC)cc3)C(c3ccccc3)C2)cc1 (configuration not stated)	-5%	1.4%	20%	79%	-1%
Cc1cn(C2CCCCO2)c(=O)[nH]c1=O (configuration not stated)	/	2.6%	-12%	/	/
The list continues.
SMILES	PhoP GFP inhibition	VEEV TC-83 Vero	influenza NS1A	tuberculosis growth	H37Rv inhibition	others
Cn1cc(C(=O)N2CCc3ccccc3C2)c(=O)c2cc(S(=O)(=O)N3CCOCC3)ccc21	-21%	1.0%	-10%	76%	-3%
Cn1c(-c2cc(Br)ccc2O)n[nH]c1=S	-3%	i	-2%	-9%	-3%
Cn1c2ccccc2c2c(C(=O)N3CCC4(CC3)OCCO4)cn(C3CCCC3)c(=O)c21	-1%	5.8%	1%	33%	8%
CCCCOc1ccc(C(=O)N=c2sccn2C)cc1OC	-6%	10%	-9%	54%	-3%
O=C(c1ccccc1Oc1ccccc1)N1CCN(c2ccccc2F)CC1	3%	2.6%	1%	3%	-3%
CCCCn1c(=O)n(CC(=O)NCc2ccc(C)cc2)c(=O)c2c1nc(CO)n2CCC	3%	8.7%	-7%	-8%	-7%
Cc1occc1C(=O)Nc1ccc(Br)cc1F	1%	1.7%	-4%	3%	-3%
CCOc1ccc(/C(O)=C2/C(=O)C(=O)N(CC3CCCO3)C2c2ccc(C)o2)cc1 (configuration not stated)	6%	3.3%	-4%	13%	2%
CN(Cc1ccccc1)S(=O)(=O)c1ccc(Cl)c(C(=O)O)c1	-1%	0.6%	18%	-10%	1%
C/C(=N\NC(=O)CC1N=C(Cc2ccccc2)NNC1=O)c1ccncc1 (configuration not stated)	-17%	0.5%	-4%	-18%	-6%
C/C(=N\N=C(N)N)c1cccc([N+](=O)[O-])c1	2%	1.0%	8%	25%	2%
CC(=O)N(c1nc(CCl)cs1)c1cccc(C)c1C	7%	2.3%	-4%	-5%	-4%
COc1cc(C(=O)N(Cc2ccc(N(C)C)cc2)C2CCS(=O)(=O)C2)cc(OC)c1OC (configuration not stated)	9%	1.0%	-1%	-11%	-14%
CCOc1ccccc1C(=O)NCC(=O)NCCCSc1ccccc1	-2%	1.6%	-6%	3%	-2%
CCC(NC(=O)C1CCC1)c1ccccc1 (configuration not stated)	-7%	0.6%	-1%	15%	-8%	VEEV TC-83 Vero 10K pilot screen=0.4
CCC(=O)NNC(=O)CSc1nnc(-c2ccccc2)c(-c2ccccc2)n1	-7%	i	1%	1%	0%
COC(C/C=C/C(=O)[C@@H](C)OCc1ccccc1)OC	0%	7.5%	-17%	75%	52%
COc1ccccc1CNCC(=O)Nc1ccc(N(C)C)cc1	11%	0.3%	5%	14%	-6%
Cc1ccc(NS(=O)(=O)c2ccc(CCC(=O)NC3CC3)cc2)cc1	0%	i	4%	-8%	1%	VEEV TC-83 Vero 10K pilot screen=0.2
O=C(NC1CCCCC1)c1ccc(CS(=O)(=O)Cc2ccccc2F)o1	6%	2.1%	-9%	11%	-1%
COc1ccc(Nc2nccc(-c3ccc(C#N)cc3)n2)cc1	-3%	1.2%	3%	8%	1%
CC(Sc1nc(-c2ccccc2)cc(=O)[nH]1)C(=O)O (configuration not stated)	6%	0.9%	2%	2%	-1%
CC(C)(C)OC(=O)NCCCCCNC(=O)c1[nH]cnc1C(=O)N[C@@H](Cc1ccccc1)C(=O)OCc1ccccc1	-1%	1.6%	-11%	32%	-3%
COC(=O)c1ccc(NC(=O)Nc2ccc3c(c2)nc(C)n3C)cc1	10%	i	9%	-12%	11%
CCn1nc(NC(=O)CC(C)C)c2cc3ccc(C)cc3nc21	11%	i	11%	6%	12%

Some of these compounds in order of count of non-hydrogen atoms, rising:
SMILES	PhoP GFP inhibition	VEEV TC-83 Vero	influenza NS1A	tuberculosis growth	H37Rv inhibition	others
Cn1c(-c2cc(Br)ccc2O)n[nH]c1=S	-3%	i	-2%	-9%	-3%
CCC(NC(=O)C1CCC1)c1ccccc1 (configuration not stated)	-7%	0.6%	-1%	15%	-8%	VEEV TC-83 Vero 10K pilot screen=0.4
Cc1occc1C(=O)Nc1ccc(Br)cc1F	1%	1.7%	-4%	3%	-3%
CC(Sc1nc(-c2ccccc2)cc(=O)[nH]1)C(=O)O (configuration not stated)	6%	0.9%	2%	2%	-1%
COC(C/C=C/C(=O)[C@@H](C)OCc1ccccc1)OC	0%	7.5%	-17%	75%	52%
CN(Cc1ccccc1)S(=O)(=O)c1ccc(Cl)c(C(=O)O)c1	-1%	0.6%	18%	-10%	1%
COc1ccc(Nc2nccc(-c3ccc(C#N)cc3)n2)cc1	-3%	1.2%	3%	8%	1%
Cc1ccc(NS(=O)(=O)c2ccc(CCC(=O)NC3CC3)cc2)cc1	0%	i	4%	-8%	1%	VEEV TC-83 Vero 10K pilot screen=0.2
CCOc1ccccc1C(=O)NCC(=O)NCCCSc1ccccc1	-2%	1.6%	-6%	3%	-2%
C/C(=N\NC(=O)CC1N=C(Cc2ccccc2)NNC1=O)c1ccncc1 (configuration not stated)	-17%	0.5%	-4%	-18%	-6%
CCC(=O)NNC(=O)CSc1nnc(-c2ccccc2)c(-c2ccccc2)n1	-7%	i	1%	1%	0%
CCOc1ccc(/C(O)=C2/C(=O)C(=O)N(CC3CCCO3)C2c2ccc(C)o2)cc1 (configuration not stated)	6%	3.3%	-4%	13%	2%
Cn1c2ccccc2c2c(C(=O)N3CCC4(CC3)OCCO4)cn(C3CCCC3)c(=O)c21	-1%	5.8%	1%	33%	8%
Cn1cc(C(=O)N2CCc3ccccc3C2)c(=O)c2cc(S(=O)(=O)N3CCOCC3)ccc21	-21%	1.0%	-10%	76%	-3%
CC(C)(C)OC(=O)NCCCCCNC(=O)c1[nH]cnc1C(=O)N[C@@H](Cc1ccccc1)C(=O)OCc1ccccc1	-1%	1.6%	-11%	32%	-3%

Of the compounds above, 2 contain a nitro group on carbon.
SMILES	PhoP GFP inhibition	VEEV TC-83 Vero	influenza NS1A	tuberculosis growth	H37Rv inhibition	others
CCC12CN3CC(CC)(CN(C1)C3c1ccc([N+](=O)[O-])o1)C2=O (configuration not stated)	-8%	0.8%	-2%	/	63%
C/C(=N\N=C(N)N)c1cccc([N+](=O)[O-])c1	2%	1.0%	8%	25%	2%

Remaining list, next part
SMILES	PhoP GFP inhibition	VEEV TC-83 Vero	influenza NS1A	tuberculosis growth	H37Rv inhibition	others
O=C(NCCn1cccn1)C1CCC(=O)N(CCc2ccc(Cl)cc2)C1 (configuration not stated)	0%	0.8%	8%	-5%	6%
CCCCc1cc(=O)oc2cc(OCc3cc(OC)c(OC)c(OC)c3)c(Cl)cc12	0%	1.8%	16%	-6%	1%
N#C/C(=N\Nc1ccc(S(=O)(=O)N2CCCCCC2)cc1)C(N)=S	-3%	3.0%	2%	?	-4%
CCn1c(=O)cc(SCC(=O)N2CCN(Cc3ccc4c(c3)OCO4)CC2)c2ccccc21	-9%	1.0%	-8%	22%	2%
CCCCCCC(C)n1[nH]c(=O)c2c(C)cc(C)nc21 (configuration not stated)	2%	1.9%	-13%	17%	2%
COc1ccccc1N1CCN(C2CCCN(C(=O)c3cc(C4CC4)on3)C2)CC1 (configuration not stated)	-2%	1.4%	-13%	25%	0%
COc1ccccc1N(CC(=O)NC1CCCCC1)C(=O)c1csnn1	-10%	1.1%	5%	5%	-13%
CCOC(=O)c1c(NC(=S)NNS(=O)(=O)c2ccc(Br)cc2)sc2c1CCCCC2	-9%	i	5%	?	-7%
O=C(NCc1ccco1)C(=O)NCC1OCCN1S(=O)(=O)c1ccccc1 (configuration not stated)	2%	0.7%	28%	5%	6%	VEEV TC-83 Vero 10K pilot screen=0.2
Cc1ccc(-n2c(=O)[nH]cc(C(=O)N3CCc4ccccc43)c2=O)cc1C	-8%	2.2%	9%	-19%	-14%
Nc1ccc2c(c1)Cc1cc(N)c(Br)cc1-2	/	1.0%	16%	/	/
COc1ccc(C(=O)Nc2ccc(N3CCN(C)CC3)cc2)cc1OC	0%	1.6%	2%	3%	?
Cc1ccc(NC(=O)c2ncn(CCCN[C@H](C)c3cccc4ccccc34)n2)cc1C	/	i	-1%	/	/
C/C(N)=C(/C#N)C(=O)COC(=O)CC12CC3CC(CC(C3)C1)C2	7%	i	5%	14%	0%
COc1ccccc1N=c1oc2cc(O)ccc2cc1C(=O)NCC1CCCO1 (configuration not stated)	-11%	3.5%	7%	17%	-4%
CC1(c2nnc(-c3cccc(Cl)c3)o2)CC(c2ccccc2F)=NO1 (configuration not stated)	6%	0.8%	0%	?	27%
O=C(NNc1c2ccccc2nc2ccccc12)C(O)c1ccccc1 (configuration not stated)	-4%	5.9%	4%	48%	-6%
CC1CCN(C(=O)NC(=O)c2ccccc2)CC1	-6%	0.9%	0%	16%	-1%
CCOC(=O)C1CCN(S(=O)(=O)c2cc(C(=O)OC)n(C)c2)CC1	-17%	1.0%	2%	-2%	-6%
NC(=O)c1c(NC(=O)c2cnccn2)sc2c1CCCC2	6%	1.1%	8%	39%	40%
NS(=O)(=O)c1ccc(CCNC(=O)CN2CCN(Cc3cccc4ccccc34)CC2)cc1	-3%	i	1%	17%	4%
CCOC(=O)CCC(NC(=O)c1ccc(CNc2nc3cc(C(F)(F)F)ccc3nc2C(=O)OCC)cc1)C(=O)OCC (configuration not stated)	/	0.8%	-1%	/	/
COCCCN(Cc1cccs1)S(=O)(=O)c1c[nH]c(C(=O)OC)c1	-4%	1.4%	-6%	10%	2%
CC1CCCN(C(=O)CCS(=O)(=O)c2ccc3c(c2)NC(=O)C(C)S3)C1 (configuration not stated)	-23%	4.4%	-15%	-3%	-8%
CC1CCCN(S(=O)(=O)c2ccc(Br)s2)C1 (configuration not stated)	-3%	0.4%	-6%	57%	3%
NS(=O)(=O)c1ccc(NC(=S)N2CCN(c3ccccc3Cl)CC2)cc1	-1%	i	-2%	10%	-6%
